CHRM4 antagonist: CHRM4 antagonism in calcium assay; P08173; CHO-hM4 cells, ACh EC80, Fluo-8 calcium fluorescence; inhibition, % at 3 µM; 360,000 compounds, 0.73% hits; AID 624125;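 active = inhibition above its plate's cutoff, the mean inhibition of sample wells plus 3 SD, cut at about 27% in these data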;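 note: 0% = acetylcholine EC80 with DMSO and 100% = DMSO without agonist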
Target sequence (P08173 whole entry, looked up): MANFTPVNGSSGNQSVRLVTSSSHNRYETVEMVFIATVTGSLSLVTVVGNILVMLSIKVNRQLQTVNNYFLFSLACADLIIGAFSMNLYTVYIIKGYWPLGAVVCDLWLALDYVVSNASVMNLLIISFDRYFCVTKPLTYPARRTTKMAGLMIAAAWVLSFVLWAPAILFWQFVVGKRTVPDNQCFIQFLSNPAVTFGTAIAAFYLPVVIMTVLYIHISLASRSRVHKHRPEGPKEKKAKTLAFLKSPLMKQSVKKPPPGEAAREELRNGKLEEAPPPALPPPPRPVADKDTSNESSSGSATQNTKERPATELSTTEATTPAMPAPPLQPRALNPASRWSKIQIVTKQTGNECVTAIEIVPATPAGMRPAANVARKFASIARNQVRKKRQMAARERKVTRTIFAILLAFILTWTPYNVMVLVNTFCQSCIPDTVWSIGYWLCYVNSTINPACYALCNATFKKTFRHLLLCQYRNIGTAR
CRFR2-BP ag: agonists of human CRF-binding protein/CRF-R2 receptor complex. HEK293 CRF-R2/CRF-BP, calcium dye fluorescence (FLIPR); percent of saturating CRF peptide response. activation, % at 13.2 µM. 350,000 compounds, 0.46% hits. AID 588473;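 active = activation of at least 50%, plus an integration ratio under a set limit after plate pattern correction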;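 note: plate controls were neutral control wells without compound for no effect and CRF at EC100 for full effect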
M5 antag: CHRM5 antagonism in calcium assay | CHO-hM5 cells, Fluo-8 calcium fluorescence, ACh EC80 | inhibition, % at 3 µM | P08912 | AID 624040 | 360,000 compounds, 0.59% hits;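 active = inhibition above a per-plate cutoff, the mean of that plate's test compounds plus 3 SD, cut at about 27% in these data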;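 note: 0% = acetylcholine EC80 with DMSO and 100% = DMSO without agonist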
M1 PAM: positive allosteric modulators of human M1 muscarinic receptor | P11229 | CHO-K1 hM1, Fluo-8 calcium fluorescence, ACh EC20; 0% = ACh EC20, 100% = maximal ACh | activation, % at 3 µM | 360,000 compounds, 0.088% hits; in the data active = activation above about 19%, passing the limit was not always enough
Target sequence (P11229 whole entry, looked up): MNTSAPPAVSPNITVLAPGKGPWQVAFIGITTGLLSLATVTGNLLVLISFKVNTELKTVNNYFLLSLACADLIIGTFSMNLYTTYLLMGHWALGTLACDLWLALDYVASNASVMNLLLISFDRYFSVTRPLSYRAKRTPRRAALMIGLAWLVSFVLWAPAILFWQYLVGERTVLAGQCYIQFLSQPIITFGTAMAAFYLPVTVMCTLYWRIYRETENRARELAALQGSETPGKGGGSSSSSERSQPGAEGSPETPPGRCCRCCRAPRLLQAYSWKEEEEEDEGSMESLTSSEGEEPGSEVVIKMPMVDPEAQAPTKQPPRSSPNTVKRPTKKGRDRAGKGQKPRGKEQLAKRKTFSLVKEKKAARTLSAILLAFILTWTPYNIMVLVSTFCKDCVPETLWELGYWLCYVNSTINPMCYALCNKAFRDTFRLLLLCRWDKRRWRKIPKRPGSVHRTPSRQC
M1 antag: antagonists of human M1 muscarinic receptor; inhibition, % at 3 µM; 360,000 compounds, 1.3% hits; CHO-K1 hM1, Fluo-8 calcium fluorescence, ACh EC80 antagonist; AID 588852; P11229;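 active = percent inhibition above its own plate's cutoff, namely the mean of that plate's compound wells plus 3 SD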;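 note: peak over basal fluorescence ratio during 140 s after agonist addition; 0% = ACh EC80 plus DMSO and 100% = DMSO alone without agonist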
CHRM4 agonist: CHRM4 agonism in calcium assay. P08173. CHO-K1 hM4/Gqi5, Fluo-8 calcium fluorescence; vehicle 0%, full acetylcholine response 100%. activation, % at 3 µM. 360,000 compounds, 0.14% hits. AID 624127;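 active = activation above the run mean over all test wells plus 3 SD, cut at about 32% in these data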;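 note: peak over basal fluorescence ratio per well then scaled between controls; 0% = DMSO wells and 100% = acetylcholine at EC100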
M5 PAM: potentiates acetylcholine response at human M5 receptor | CHO-K1 hM5, Fluo-8 calcium, ACh EC20 PAM; 0% = ACh EC20, 100% = ACh EC100 | activation, % at 3 µM | P08912 | AID 624038 | 360,000 compounds, 0.3% hits;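 active = activation above the run cutoff, the mean activation of all test compounds plus 3 SD, cut at about 18% in these data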
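System – CHO-K1 hM5 cells · Compound – 3 µM, single dose · Incubation – compound preincubation 140 s before EC20 acetylcholine addition · Technique – Fluo-8 calcium fluorescence · Measure – Max/basal fluorescence ratio as % of EC20–EC100 ACh window · Benchmarks – low control EC20 acetylcholine (0%), high control EC100 acetylcholine (100%) · Replication – singlicate, one well per test compound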
CHRM5 agonist: CHRM5 agonism in calcium assay; activation, % at 3 µM; CHO-K1 hM5 cells, Fluo-8 calcium fluorescence; 0% DMSO wells, 100% maximal acetylcholine response; 360,000 compounds, 0.19% hits;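 active = activation above the run's mean over test compounds plus 3 SD, cut at about 23% in these data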;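 note: signal is peak over basal fluorescence ratio across the kinetic read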
M4 PAM: CHRM4 positive allosteric modulation; P08173; CHO-K1 hM4/Gqi5, Fluo-8 calcium fluorescence, ACh EC20; 0% = ACh EC20, 100% = maximal ACh; activation, % at 3 µM; 360,000 compounds, 0.4% hits; AID 624126;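 active = activation above its plate's cutoff, the mean activation of sample wells plus 3 SD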; note: some results filed as inactive read as strong as hits
An asterisk follows results filed as active; nt = no result given.

Values run as follows: CHRM4 antagonist	CRFR2-BP ag	M5 antag	M1 PAM	M1 antag	CHRM4 agonist	M5 PAM	CHRM5 agonist	M4 PAM
> O=C(NC1CCCC1)C1CCCN1C(=O)Nc1ccccc1 (centres undefined)
  0	1.0	-8	8	-1	1	1	-3	8
> COc1ccccc1N1CCN(c2cc(N3CCCC3)nc(C)n2)CC1
  -7	-2.4	-7	-12	18	4	-1	1	-3
> CN1CCN(c2ccc(NC(=O)c3ccc(Cl)cc3)cn2)CC1
  0	0.4	5	13	-11	1	3	0	3
> CCN(CC)C(=O)COc1cc(C)c(Cl)c(C)c1
  0	-3.3	-1	6	-4	2	2	-1	1
> O=C(O)c1cc(NN=C2CCN(Cc3ccccc3)CC2)ccc1Cl
  1	-1.5	-1	-7	5	0	5	2	-5
> COc1ccc(NC(=O)C2CCN(S(=O)(=O)c3c(C)nn(C)c3C)CC2)cc1
  0	1.1	12	19	-18	1	-5	-3	0
> Cc1c2cnn(-c3ccccc3)c(=O)c2c(C)n1CCCC(=O)NCCN1CCN(C)CC1
  -10	0.5	2	1	-5	-1	0	-3	-3
> CCN(CC)C(=O)Cn1cc(/C=C(\C#N)C(=O)NC2CC2)c2ccccc21
  -1	-2.6	-5	11	-11	1	5	3	1
> Cc1cccc2cc(C3CC(c4cccs4)=NN3S(C)(=O)=O)c(Cl)nc12 (centres undefined)
  -2	2.3	-11	1	-21	1	4	-1	8
> CCOC(=O)Cn1nnnc1C(CC)N(Cc1cccs1)Cc1cc2cc(C)ccc2[nH]c1=O (centres undefined)
  -6	0.3	-14	1	3	2	-5	-5	5
> C=CCOC(=O)CC(NC(=O)c1ccccc1)c1ccccc1 (centres undefined)
  2	-1.1	4	5	-1	0	-1	-2	-1
> O=C(NC1CC2CCCC(C1)N2C(=O)Nc1ccccc1)c1ccccc1 (centres undefined)
  -13	-0.1	-5	6	-20	1	0	-6	12
> C/C(=N\NC(=O)c1cccc([N+](=O)[O-])c1)c1cccc(NC(=O)C2CC2)c1
  -4	0.0	-1	0	-1	1	0	-3	3
> Cc1ccc2c(c1)Oc1ccccc1C=C2C(=O)O
  -5	-0.3	6	13	-13	0	2	-1	2
> CCCCS(=O)(=O)NC1=NCN(Cc2ccco2)CN1
  -5	-1.4	-2	5	-12	0	2	-10	0
> O=CN1CCN(C(=O)c2cccc([N+](=O)[O-])c2)CC1
  -3	-1.6	7	3	-12	1	1	-5	-7
> COCCN(Cc1ccccc1)C(=O)Cc1ccc(S(=O)(=O)N2CCOCC2)s1
  8	0.8	17	4	-5	3	-4	2	-4
> C[n+]1cccc(C(=O)N/N=C/c2ccc3c(c2)OCO3)c1
  -8	-0.5	-4	8	-11	2	3	-6	7
> CS(=O)(=O)Nc1ccc(C(=O)NCc2cccnc2)cc1
  -1	2.5	3	7	0	0	-2	-1	-1
> CN1C=CC2=C(C#N)C(N)C(C#N)(C#N)[C@H](c3ccccc3)[C@H]2C1 (some centres undefined)
  1	39	0	8	-6	1	-8	14	3
> O=[N+]([O-])c1cncc([N+](=O)[O-])c1Nc1ccccc1Cl
  -1	0.2	-4	-5	3	1	-2	0	-5
> NC(=S)n1[nH]c(-c2ccc([N+](=O)[O-])cc2)c(N=Nc2cccc([N+](=O)[O-])c2)c1=O
  -5	33	-5	-2	5	1	0	0	0
> O=C(O)c1ccccc1C(=O)OC1CC2CCC1C2 (centres undefined)
  -9	-1.8	-2	9	-19	0	1	0	2
> CCOC(=O)CN1C(=O)c2ccccc2C1=O
  -5	-1.2	1	2	2	1	-4	-8	4
> COc1ccc(-n2c(O)c(C=NCc3ccccn3)c3ccccc3c2=O)c(OC)c1
  6	0.5	14	4	-6	1	-3	-2	-2
> O=c1c(-c2nn[nH]n2)coc2ccc(Cl)cc12
  9	-5.1	4	1	11	0	-4	2	-18
> CCCCNC(=O)C[C@@H]1C[C@@]2(C(=O)OC)CCCCC=C2N(Cc2cccc3ccccc23)C1=O
  4	nt	4	nt	nt	18	-11	3	-5
> Cc1cc(C)c(C#N)c(SCCS(=O)(=O)Cc2ccc(Cl)cc2)n1
  7	-0.5	2	5	-9	1	1	-1	-1
> COc1ccc(-c2nnc3n2N=C(C)CS3)cc1
  14	-0.3	8	2	4	-1	-2	0	-5
> CCN1CCN(S(=O)(=O)c2ccc(Cl)c(C(=O)NC3CCCCC3)c2)CC1
  0	-0.2	-6	4	4	0	1	-2	0

Following part.
Values run as follows: CHRM4 antagonist	CRFR2-BP ag	M5 antag	M1 PAM	M1 antag	CHRM4 agonist	M5 PAM	CHRM5 agonist	M4 PAM
> O=C1NC[C@H](Cc2ccccc2)N(CC2CCN(CCCC3CCCC3)CC2)C1=O
  12	0.2	-7	-10	13	1	0	-3	-10
> COc1ccc(C(=O)N/N=C(/C)c2cccc(NC(=O)c3ccncc3)c2)cc1OC
  -1	-0.2	7	9	-4	1	0	-2	2
> O=C(NCCCn1ccnc1)c1cccc(S(=O)(=O)Nc2ccccc2F)c1
  9	2.3	1	4	-4	1	2	-1	-1
> CC1(C)CC(=O)C=C(c2n[nH]nc2-c2ccc(F)c(F)c2)C1
  -14	-1.2	6	5	-6	0	0	1	3
> COc1ccc(C(=O)NNC(=O)Cc2nc3ccccc3n2C)cc1
  -7	-0.2	0	8	-8	0	6	0	5
> CC(=O)N1CCc2cc(Br)cc(S(=O)(=O)NCC3CCCO3)c21 (centres undefined)
  3	0.1	4	1	1	0	3	-5	1
> O=C(COc1ccc2c3c(c(=O)oc2c1)CCC3)NCc1ccncc1
  -4	-0.1	13	2	-8	1	-8	0	-3
> Cc1nn(-c2ccccc2)c(C)c1NC(=O)COC(=O)c1ccc(Cl)c(N)c1
  5	-0.5	18	-10	22	23	-26	7	-7
> CCc1nn(CC(=O)NCc2ccccc2Cl)c(=O)c2cccn12
  3	0.2	2	-1	-2	0	-2	-3	-2
> O=C(C[C@H]1CC[C@@H](NC(=O)Cc2cccnc2)[C@@H](CO)O1)NCc1ccc2c(c1)OCO2
  0	nt	8	nt	nt	2	-2	-1	6
> CCOc1ccc(C2=Nn3c(nnc3-c3ccc(OC)cc3)SC2)cc1
  -4	-0.9	4	3	-1	-1	-5	-4	-5
> CCOc1c2ccc(C(=O)N[C@H](C)C3CCCCC3)cc2nn1CC
  5	-3.6	9	-12	20	3	7	-5	3
> Cc1ccc(SCC(=O)OC(C)C(=O)NCc2ccccc2)cc1C (centres undefined)
  -4	-1.4	-2	6	-21	2	1	-4	-5
> CCOc1cccc(/C(O)=C2/C(=O)C(=O)N(CCOC)C2c2ccco2)c1 (centres undefined)
  -4	0.9	0	5	0	1	6	-3	6
> Cn1c(SCC(=O)N2CCCC2)nc2ccccc21
  -2	-3.3	-1	-1	7	0	7	0	9
> O=C(NC1CC2CCCC(C1)N2C(=O)Nc1ccccc1F)C1CC1 (centres undefined)
  -5	0.2	3	0	8	0	0	-2	2
> CCSc1nnc(NC(=O)CSc2nnc(Cc3cccn3C)n2-c2ccc(F)cc2)s1
  -2	-1.8	0	-7	-4	3	-8	-1	-3
> CCOC(=O)C1CCN(C(=O)COC(=O)c2ccc([N+](=O)[O-])o2)CC1
  -1	-0.5	15	-2	7	1	-5	3	3
> O=C1C(=O)N(CCN2CCOCC2)C(c2ccccc2)/C1=C(\O)c1ccc2c(c1)OCCO2 (centres undefined)
  14	1.7	3	6	-9	0	2	-7	-12
> COc1ccc(OC)c(NC(=S)NCCCN2CCOCC2)c1
  -1	1.2	-3	2	2	0	-1	-2	10
> O=C(C1CC1)N(Cc1ccco1)c1nc(-c2ccccc2)cs1
  -9	2.8	4	-1	-1	-2	-5	4	12

In the list so far, these have an aryl methoxy group.
Values run as follows: CHRM4 antagonist	CRFR2-BP ag	M5 antag	M1 PAM	M1 antag	CHRM4 agonist	M5 PAM	CHRM5 agonist	M4 PAM
> COc1ccccc1N1CCN(c2cc(N3CCCC3)nc(C)n2)CC1
  -7	-2.4	-7	-12	18	4	-1	1	-3
> COc1ccc(NC(=O)C2CCN(S(=O)(=O)c3c(C)nn(C)c3C)CC2)cc1
  0	1.1	12	19	-18	1	-5	-3	0
> COc1ccc(-n2c(O)c(C=NCc3ccccn3)c3ccccc3c2=O)c(OC)c1
  6	0.5	14	4	-6	1	-3	-2	-2
> COc1ccc(-c2nnc3n2N=C(C)CS3)cc1
  14	-0.3	8	2	4	-1	-2	0	-5
> COc1ccc(C(=O)N/N=C(/C)c2cccc(NC(=O)c3ccncc3)c2)cc1OC
  -1	-0.2	7	9	-4	1	0	-2	2
> COc1ccc(C(=O)NNC(=O)Cc2nc3ccccc3n2C)cc1
  -7	-0.2	0	8	-8	0	6	0	5
> CCOc1ccc(C2=Nn3c(nnc3-c3ccc(OC)cc3)SC2)cc1
  -4	-0.9	4	3	-1	-1	-5	-4	-5
> COc1ccc(OC)c(NC(=S)NCCCN2CCOCC2)c1
  -1	1.2	-3	2	2	0	-1	-2	10

Random excerpt: 2 entries already listed
Values run as follows: CHRM4 antagonist	CRFR2-BP ag	M5 antag	M1 PAM	M1 antag	CHRM4 agonist	M5 PAM	CHRM5 agonist	M4 PAM
> O=C(COc1ccc2c3c(c(=O)oc2c1)CCC3)NCc1ccncc1
  -4	-0.1	13	2	-8	1	-8	0	-3
> CCCCNC(=O)C[C@@H]1C[C@@]2(C(=O)OC)CCCCC=C2N(Cc2cccc3ccccc23)C1=O
  4	nt	4	nt	nt	18	-11	3	-5
